# Dengue inhibitors: Dengue virus cytopathic effect inhibitors, cell-based, CPE readout, HTS (AID 540333). CPE inhibition, % at 20 µM. 3.1% of 10,000 active. Dengue virus CPE inhibition in host cells; active compounds read high; in the data active means CPE inhibition mostly above about 9.1%, no sharp cut-off; inactive means mostly below about 7.2%
# * marks the source's active call; other numbers are inactive results; i = inactive. The list is partial; count on the stated rates, not on these rows.
SMILES,Dengue inhibitors
COc1ccc(/C=N/NC(=O)CCc2n[nH]c(=O)[nH]c2=O)cc1O,1.5
CSCCC(NC(=O)c1cccc(C)c1)C(=O)OCC(=O)NC(=O)c1cccn1C (centres undefined),0.7
COc1ccc(C(=O)NCC(=O)N/N=C/C(C)=C/c2ccco2)cc1OC,0.5
CSc1ccc(/C=N/NC(=O)CN2CCN(Cc3ccccc3)CC2)cc1,i
O=C(Cn1c(C(F)(F)F)nc2ccccc21)OCC(=O)c1c[nH]c2ccccc12,i
COc1cc2cnc(-c3ccccc3)c(-c3cc(OC)c(OC)c(OC)c3)c2cc1OC,i
CCOC(=O)C(NC(=O)c1ccccc1F)(Nc1cc(C)on1)C(F)(F)F (centres undefined),i
Cc1cc(C)c(NC(=S)NC(=O)c2ccc(-c3ccccc3)cc2)c(C)c1,3.0
Cc1cccc(/C=N/NC(=O)CN2CCCCCCC2)c1,i
Cc1oc2cc(OCc3cnn(-c4ccccc4)c3)ccc2c(=O)c1Oc1ccccc1F,1.2
S=C(NCC1COc2ccccc2O1)Nc1ccc(Br)cc1 (centres undefined),8.9
CN=C(NC1CCCCC1)c1ccc(Cl)cc1,i
CSc1ccccc1NC(=O)COC(=O)c1ccccc1Cc1ccccc1,2.2
CCOCCCNCc1ccc(OCc2ccccc2Cl)cc1,i
Cc1cc(C2=NNC(=NC3CC3)SC2)c(C)n1Cc1ccco1,0.8
CC(/C=C/c1ccc2c(c1)OCO2)=N/NC(=O)c1ccc(C)nc1,0.7
Cc1cc(NS(=O)(=O)c2ccccc2)c([N+](=O)[O-])cc1C,0.0
CCc1cccc(CC)c1C(O)c1cccnc1 (centres undefined),0.0
COc1ccc([C@@H]2C(C#N)=C(N)S[C@@H](c3ccccc3)[C@@H]2[N+](=O)[O-])cc1,0.4
COc1ccccc1Nc1ccc(S(=O)(=O)N2CCCCC2)cc1[N+](=O)[O-],1.0
O=C(CCc1ccc(S(=O)(=O)N2CCOCC2)cc1)N/N=C/c1ccc(O)c(O)c1O,i
Cc1ccc(-n2nc(C)c(C3(O)C(=O)N(C(C)C)c4ccccc43)c2N)cc1 (centres undefined),i
CCCCC(=O)Nc1cccc(NC(=S)NC(=O)COc2ccccc2Cl)c1,i
N#Cc1c(NC(=S)NC(=O)c2ccccc2)sc2c1CCC2,2.1
COc1ccc(C(=O)/C=C/Nc2ccc(S(=O)(=O)Nc3onc(C)c3C)cc2)cc1,i
# The listing continues:
SMILES,Dengue inhibitors
O=C1CCN(Cc2ccccc2)CCN1[C@H](CO)Cc1ccccc1,i
Cc1nn(CC(=O)N(C)Cc2ccc(F)cc2)c(C)c1[N+](=O)[O-],i
CC(C)OP(=O)(OC(C)C)C(Nc1ccccc1)c1ccccc1C(F)(F)F (centres undefined),6.4
CCc1nnc(NC(=O)CN2C(=O)CCC2=O)s1,i
CN(C)CCNc1oc(/C=C/c2ccccc2)nc1C#N,0.0
O=C1CC[C@@H]2C[C@@]3(C[C@@H]4CCN1[C@H]24)Nc1cc([N+](=O)[O-])ccc1NC3=NCc1ccccc1,i
O=C(N/N=C/c1cn(-c2cccs2)nc1-c1ccccc1)c1ccccc1O,1.3
Cc1ccc(S(=O)(=O)/N=C2\SC(CC(=O)Nc3ccc(F)cc3)C(=O)N2c2ccccc2)cc1 (centres undefined),i
CCOc1cc(N2CCCC2)ccc1[N+](=O)[O-],0.2
NC(N)=NNC(=O)c1ccccc1Cl,0.1
O=C1c2ccccc2NC(c2ccccc2Br)N1CCCN1CCOCC1 (centres undefined),i
CC(=O)N1CCC(N(CCN2CCOCC2)C(=S)Nc2cccc(C)c2C)CC1,i
Cc1ccccc1NC(=S)N(CCN(C)C)C(C)c1ccco1 (centres undefined),0.5
CCN(CC)S(=O)(=O)c1ccc(N2CCOCC2)c(NC(=O)CC23CC4CC(CC(Br)(C4)C2)C3)c1,i
Cc1ccc(C(=O)N/C(=C\c2ccc(-c3ccc(Br)cc3)o2)C(=O)NC2CCS(=O)(=O)C2)cc1 (centres undefined),2.6
Brc1ccc(-c2noc3c2-c2nc(C4CCCCC4)sc2CC3)cc1,0.7
Cc1cc(C)cc(OCC(=O)N2N=C(c3cccnc3)CC2(O)C(F)(F)F)c1 (centres undefined),0.7
Cc1cccc(NC(=S)N2CCCCC2)c1,0.3
O=C(CN1CCN(Cc2ccccc2)CC1)N=Nc1c(O)[nH]c2ccccc12,i
COC(=O)C1=C(C(=O)OC)[C@@H]2N(C)c3ccc(OC)cc3[C@@]23C[C@@H](C(=O)OC)N(C(=O)c2cccs2)C3=N1,i
COc1ccc(NC(=S)Nc2ccc(S(=O)(=O)N3CCOCC3)cc2)c(OC)c1,i
NNc1nc(-c2ccccc2)nc2sc3c(c12)CCCC3,i
Nc1nc(NC(=O)c2ccc(Cl)cc2)nn1-c1ccccc1,0.4
CCOC(=O)CSc1nc(C2CC2)cc(-c2ccc(Cl)cc2)c1C#N,0.6
Cc1ccnc(NS(=O)(=O)c2ccc(NC(=O)c3ccc(S(=O)(=O)N4CC(C)OC(C)C4)cc3)cc2)n1 (centres undefined),0.0
# (cont.)
SMILES,Dengue inhibitors
Cc1cc(C)cc(NC(=O)Cc2ccc(-n3cccc3)cc2)c1,1.8
COc1ccc(C(=O)OCCCN(C)C)cc1OC,0.5
O=C(NC(=S)NCc1ccc(-c2nc3ccccc3s2)cc1)c1ccco1,5.7
CCOCCCNC(=S)N1CCN(C(=O)C(=O)Nc2ccc(C(=O)OC)cc2)CC1,0.7
CC1(C)CC(=O)C=C(c2cccnc2)C1,i
Cc1cccn2c(=O)c(/C=C(\C#N)C(=O)NCc3ccco3)c(N3CCCC(C)C3)nc12 (centres undefined),11.3*
Cc1sc(NC(=O)c2ccccc2)c(C(=O)c2ccccc2)c1C,1.0
CCCCOC(=O)/C=C/c1ccc(OC(=O)OC)c(OC(=O)OC)c1,i
CCOc1cc(CNc2ccc(N3CCCCC3)cc2)cc(Br)c1OCC(=O)NC(C)(C)C,7.7
COc1c(C)cc(Br)cc1C(=O)Nc1ccc(C)cc1[N+](=O)[O-],1.1
Cc1ccc(S(=O)(=O)N2CCOCC2)cc1NC(=O)COC(=O)C1COc2ccccc2O1 (centres undefined),0.3
CC(=O)O[C@H]1CC[C@@]2(C)C(=CC[C@H]3[C@@H]4CC[C@H](C5(C)OCCO5)[C@@]4(C)CC[C@@H]32)C1,i
S=C(NCc1cccnc1)Nc1cccc2ccccc12,i
COc1ccccc1NC(=S)N1CCN(c2ccccn2)CC1,i
O=C(c1sc2ccccc2c1Cl)N1CCN(c2ccccc2F)CC1,2.1
CS(=O)(=O)N(Cc1ccccc1Cl)c1ccc(C(=O)NCc2ccccn2)cc1,i
O=C(NCc1ccccc1Cl)c1ccc(S(=O)(=O)Nc2cccc(C(F)(F)F)c2)cc1,0.6
CCN(CC)C(=O)CSc1nc(N)c(C(=O)Nc2ccc(OC)cc2)s1,0.4
COc1ccc2nc(C)c(C(=O)NN)cc2c1,i
O=C(Cn1cc(C(F)(F)F)ccc1=O)Nc1cccc(S(=O)(=O)N2CCOCC2)c1,0.1
CCOC(=O)C(C)Sc1nnc(CSc2nc3nc(C)cc(C)n3n2)o1 (centres undefined),i
CC(OC(=O)c1ccccc1N1C(=O)C2C3CCC(C3)C2C1=O)C(=O)c1ccccc1 (centres undefined),i
COCCNC(=S)N(Cc1cccnc1)Cc1ccc(OC)c(OC)c1,i
C/C(=N/Nc1ccc(C(=O)O)cc1)c1ccc(O)c(O)c1O,0.0
CC(C)CCNC(=O)c1c(CSc2ccc(Cl)cc2)noc1C(=O)NCc1ccccc1,2.4

# Compounds from the list above that contain an NH in an aromatic ring, in the order listed:
SMILES,Dengue inhibitors
COc1ccc(/C=N/NC(=O)CCc2n[nH]c(=O)[nH]c2=O)cc1O,1.5
O=C(Cn1c(C(F)(F)F)nc2ccccc21)OCC(=O)c1c[nH]c2ccccc12,i
O=C(CN1CCN(Cc2ccccc2)CC1)N=Nc1c(O)[nH]c2ccccc12,i

# Next section:
SMILES,Dengue inhibitors
CC(=O)c1ccc(NC(=S)N2CCC(O)CC2)cc1,i
C/C(=N\Nc1ccc(F)cc1)c1ccncc1,i
Cc1ccc(S(=O)(=O)NCCC(C)C)cc1[N+](=O)[O-],i
CNC(=S)N(Cc1cccs1)Cc1cc2cc(OC)ccc2[nH]c1=O,i
C/C(=N\NC(=O)c1ccccc1-n1cccc1)C1CC1,0.1
COc1ccc(/C=C2/N=C(SC3CCOC3=O)N(c3cccc(OC)c3)C2=O)cc1 (centres undefined),0.8
O=C(COC(=O)c1ccccc1OCC(=O)Nc1ccc(Br)cc1)Nc1ccccc1,5.5
COC(=O)Cc1csc(Nc2ccccc2)n1,1.6
CCC(C)NCCCCOc1cc(C)cc(C(C)C)c1 (centres undefined),1.8
O=C(COc1ccccc1)NC(=S)Nc1cccc([N+](=O)[O-])c1,0.0
O=C(O)c1cccc2c1C(=O)c1ccc(-c3ccc(Cl)c(C(F)(F)F)c3)cc1S2(=O)=O,i
O=C(CN1C(=O)C2C3c4ccccc4C(c4ccccc43)C2C1=O)Nc1ccccc1C(=O)O (centres undefined),0.2
Cc1ccc(NCc2nc3ccccc3n2CCOc2ccccc2)cc1,14.9*
O=C(N/C(=C/c1ccc(Br)cc1)C(=O)N1CCCC1)c1ccccc1F,0.0
Cc1ccccc1N=Cc1c(O)n(-c2nccs2)c(=O)c2ccccc12,1.1
CN(C(=O)CSc1nc(N)c2c3c(sc2n1)CSC(C)(C)C3)c1ccccc1,9.8
CCCCc1nc2ccccc2n1CC(=O)NN,0.3
Cc1ccc(-n2cc(C(=O)c3cc(Cl)ccc3O)cc(C#N)c2=O)cc1,1.7
Cc1ccccc1-n1c(SCC(=O)NCc2cccs2)nc2ccccc2c1=O,0.1
Cc1[nH]c2ccccc2c1C(c1ccncc1)N1CCN(c2ccc(F)cc2)CC1 (centres undefined),10.3
COc1ccc(/C(C)=N/NC(=O)Cc2c(C)nc(C)[nH]c2=O)cc1,i
CC(C)c1nnc(NC(=O)Cc2ccc(Br)cc2)s1,0.5
O=C(NC1(C(F)(F)F)N=C2SCCN2C1=O)c1cccnc1 (centres undefined),0.7
CCOc1ccc(/C=N/OCC(=O)NC(c2ccccc2)c2ccccc2)cc1,13.1*
CC1CC(C)CN(CCOCCSc2ccccc2)C1 (centres undefined),i

# Looked up by compound from above:
SMILES,Dengue inhibitors
CC(=O)c1ccc(NC(=S)N2CCC(O)CC2)cc1,i
CCc1nnc(NC(=O)CN2C(=O)CCC2=O)s1,i
COc1ccc(/C=N/NC(=O)CCc2n[nH]c(=O)[nH]c2=O)cc1O,1.5
O=C1CC[C@@H]2C[C@@]3(C[C@@H]4CCN1[C@H]24)Nc1cc([N+](=O)[O-])ccc1NC3=NCc1ccccc1,i
Cc1ccc(-n2nc(C)c(C3(O)C(=O)N(C(C)C)c4ccccc43)c2N)cc1 (centres undefined),i
CN(C)CCNc1oc(/C=C/c2ccccc2)nc1C#N,0.0

# Other entries:
SMILES,Dengue inhibitors
CC(/C=N/NC(=O)Cc1cccs1)=C\c1ccccc1,0.2
O=C(Nc1cccc(-c2nc3ccccc3s2)c1)c1cc(=O)c2ccccc2o1,3.4
O=C(NCc1ccccn1)C1Nc2ccc(OC(F)(F)F)cc2C2C=CCC12 (centres undefined),0.6
Cc1cc(=O)[nH]c(N/N=C/c2ccc(Br)s2)n1,i
Cc1cccc(S(=O)(=O)Nc2ccc(-c3nc4ccc(C)cc4s3)cc2)c1,5.3
Cc1ccc(NC(=O)C(=O)NCCN2CCN(C(=S)Nc3ccccc3)CC2)cc1,1.2
COc1ccc(CCNC(=O)CSCc2ccc([N+](=O)[O-])cc2)cc1,0.7
Cc1ccc([N+](=O)[O-])cc1NC(=S)NC(=O)c1ccco1,4.6
COC(=O)c1cccc(NC(=O)/C=C/c2ccc3c(c2)OCO3)c1,i
Cc1ccsc1-c1n[nH]c(=S)n1CC(C)C,i
COc1ccc(NC(=S)NC2CCS(=O)(=O)C2)cc1 (centres undefined),0.3
O=C(CCc1nc2ccccc2c(=O)[nH]1)OCc1cccc(C(F)(F)F)c1,i
CCCCNS(=O)(=O)c1ccc2nc(SCC(=O)Nc3ccccc3)[nH]c2c1,0.3
Cc1cccn2c1nc(=S)n2C(=O)c1ccco1,i
c1ccc(-c2c3ccccc3nc3[nH]c4ccccc4c23)cc1,23.8*
CC#CCN1c2ccccc2[C@]23C[C@@H](C(=O)OC)N(C(=O)NC(C)(C)C)C2=NC(C(=O)OC)=C(C(=O)OC)[C@H]13,0.2
Cc1ccc2nc(Cl)c(/C=N/NC(=O)c3ccccc3O)cc2c1,0.4
Cc1ccc2c(COC(=O)C34CC5CC(CC(C5)C3)C4)cc(=O)oc2c1,i
C/C(=N\NC(=S)Nc1cc(S(=O)(=O)N2CCOCC2)ccc1Cl)c1ccccc1F,2.9
CCOP(=O)(OCC)C(NC(=O)Nc1ccc(Cl)cc1)c1ccccc1 (centres undefined),0.2
Cc1ccc2cc(C#N)c(SCc3nnc(-c4ccccc4[N+](=O)[O-])o3)nc2c1,0.2
CC(C)[C@H](Nc1ccc(S(=O)(=O)N2CCOCC2)cc1[N+](=O)[O-])C(=O)OCC(=O)N(C(C)C)C(C)C,0.0
COC(=O)c1ccc(CSc2nnc(CS(=O)Cc3ccc(Br)cc3)n2-c2ccccc2)cc1 (centres undefined),9.5
COC(=O)c1ccc(OC(C)C(=O)c2ccc(C)cc2)cc1 (centres undefined),0.2
CCCn1nnc(NC(=S)NC(=O)C(C)(C)C)n1,i
COc1ccc(C2c3ccc4ccccc4c3Oc3ncn(Cc4ccco4)c(=N)c32)cc1OC (centres undefined),i
O=C(NCc1ccc(Cl)cc1)NCC(F)(F)F,i
CN(C)c1ccc(/C=[N+](\[O-])C2N(c3ccccc3)C(=S)SC2(C)C)cc1 (centres undefined),0.4
O=C(O)Cc1ccc(NC(=S)NCc2ccco2)cc1,0.0

# Reprinted from the results shown, 2 compounds:
SMILES,Dengue inhibitors
c1ccc(-c2c3ccccc3nc3[nH]c4ccccc4c23)cc1,23.8*
CC#CCN1c2ccccc2[C@]23C[C@@H](C(=O)OC)N(C(=O)NC(C)(C)C)C2=NC(C(=O)OC)=C(C(=O)OC)[C@H]13,0.2
